# Assay outcomes as filed in PubChem BioAssay.
# HP1b chromo inh: HTS for Inhibitors of HP1-beta Chromodomain Interactions with Methylated Histone Tails; Chromobox protein homolog 1 (Homo sapiens), P83916; AID 540317, 2011; Potency, µM (titrated, usually from 114 µM), for inactives: at the top dose activity change, negative = inhibition, most hits filed as inhibitors; AlphaScreen HP1-beta / biotin-H3K9me3 peptide binding; 390,000 compounds, 0.56% hits; further: potency means the concentration at half of the fitted maximal effect; nearly all actives have a fitted effect of over 70% in size; inactives centre near 23
# Target sequence (P83916 whole entry, looked up): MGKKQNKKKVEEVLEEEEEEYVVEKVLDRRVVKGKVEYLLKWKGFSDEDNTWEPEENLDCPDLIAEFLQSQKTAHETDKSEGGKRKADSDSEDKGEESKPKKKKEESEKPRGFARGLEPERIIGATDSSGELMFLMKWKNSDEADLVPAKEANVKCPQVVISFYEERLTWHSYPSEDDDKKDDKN
#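 HP1-beta protein (50 nM final) preincubated 30 min at room temperature with biotinylated H3(1-18)K9me3 peptide (50 nM) in PBS pH 7.4, 0.01% Tween-20, then compound added for 30 min. AlphaScreen streptavidin donor/nickel chelate acceptor beads (10 ug/mL final), 30 min dark, luminescence read.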
# BAZ2B inh: qHTS Assay for Inhibitors of BAZ2B | Bromodomain adjacent to zinc finger domain protein 2B (Homo sapiens), Q9UIF8 | AlphaScreen BAZ2B-H3K14Ac peptide displacement | Potency, µM (doses to about 114 µM), for the others: at the top dose activity change, negative = inhibition, usual class: inhibitors | 360,000 compounds, 4.4% hits; further: potency means the concentration at half of the fitted maximal effect; on the % scale 0 is the no-effect control and ±100 the full control effect; nearly all actives have a fitted effect of over 60% in size
#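 Inhibition is scored as reduced AlphaScreen emission. The BAZ2B/b-H3(5-23)K14Ac complex (50 nM each) in PBS pH 7.4, 0.01% Tween-20 meets compound (up to 110 uM) for 30 min at RT before bead addition.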
# JMJD2A Tudor: qHTS Assay for Inhibitors of JMJD2A-Tudor Domain. Lysine-specific demethylase 4A (Homo sapiens), O75164. AlphaScreen JMJD2A-Tudor / H3K4me3 peptide binding. Potency, µM (top dose mostly 114 µM), inactives show top-dose activity change, negative = inhibition, most hits filed as inhibitors. 390,000 compounds, 4.4% hits; further: potency means the concentration at half of the fitted maximal effect; on the % scale 0 is the no-effect control and ±100 the full control effect; nearly all actives have a fitted effect of over 50% in size
# ALOX12 inh: Primary qHTS assay for inhibitors of human arachidonate 12S-lipoxygenase (ALOX12): Round 2; Polyunsaturated fatty acid lipoxygenase ALOX12 (Homo sapiens), P18054; purified 12hLO, xylenol orange hydroperoxide absorbance; Potency, µM (top dose mostly 108 µM), without a hit: at the highest dose activity change, negative = inhibition, hits mostly inhibitors; 580,000 compounds, 1.1% hits; AID 1671190, 2021; further: potency means the concentration at half of the fitted maximal effect; on the % scale 0 is the no-effect control and ±100 the full control effect
# Target sequence (P18054 whole entry, looked up): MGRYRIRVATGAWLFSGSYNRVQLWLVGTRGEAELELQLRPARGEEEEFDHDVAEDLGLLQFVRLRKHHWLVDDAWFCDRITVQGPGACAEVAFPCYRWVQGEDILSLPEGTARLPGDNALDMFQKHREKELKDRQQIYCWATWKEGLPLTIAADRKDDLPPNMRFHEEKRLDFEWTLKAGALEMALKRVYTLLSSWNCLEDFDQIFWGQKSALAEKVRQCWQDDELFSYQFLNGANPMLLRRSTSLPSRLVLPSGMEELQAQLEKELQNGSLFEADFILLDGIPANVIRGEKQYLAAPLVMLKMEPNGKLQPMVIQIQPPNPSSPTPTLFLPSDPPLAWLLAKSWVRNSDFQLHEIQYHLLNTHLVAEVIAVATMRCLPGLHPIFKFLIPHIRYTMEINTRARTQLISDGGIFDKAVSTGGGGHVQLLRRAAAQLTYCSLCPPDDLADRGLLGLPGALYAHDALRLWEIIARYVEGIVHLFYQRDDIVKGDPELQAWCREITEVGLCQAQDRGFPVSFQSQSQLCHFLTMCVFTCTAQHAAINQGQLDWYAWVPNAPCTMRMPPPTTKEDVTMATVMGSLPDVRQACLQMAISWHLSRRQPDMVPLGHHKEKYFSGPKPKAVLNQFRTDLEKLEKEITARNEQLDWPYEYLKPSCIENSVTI
#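 Purified human 12hLO (150 nM final) in 25 mM Hepes, 0.01% Triton X-100, pH 7.0 was preincubated 15 min at room temperature with compound. Then 40 uM arachidonic acid was added, 30 min. Hydroperoxide was read by Fe-XO absorbance ratio 573/405 nm.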
# RGS4 inh: Inhibitors of Regulator of G Protein Signaling (RGS) 4: qHTS; Regulator of G-protein signaling 4 (Homo sapiens), P49798; Transcreener GDP fluorescence polarization, RGS4-accelerated GTP hydrolysis; Potency, µM (highest dose often 114 µM), for inactives: top-dose activity change, negative = inhibition, usual class: inhibitors; 390,000 compounds, 0.039% hits; AID 504845, 2011; further: potency means the concentration at half of the fitted maximal effect; on the % scale 0 is the no-effect control and ±100 the full control effect; nearly all actives have a fitted effect of over 75% in size; some results filed as inactive show a strong effect at the top dose
# Target sequence (P49798 whole entry, looked up): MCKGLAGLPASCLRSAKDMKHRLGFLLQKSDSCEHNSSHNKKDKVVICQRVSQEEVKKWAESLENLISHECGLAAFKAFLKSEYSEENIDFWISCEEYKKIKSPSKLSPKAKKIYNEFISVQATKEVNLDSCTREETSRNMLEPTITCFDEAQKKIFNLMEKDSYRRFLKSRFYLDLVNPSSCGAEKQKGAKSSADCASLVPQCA
#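 MLSMR compounds (23 nl, pin-transferred) preincubated 10 min at room temperature with a 500nM (2x) first reagent, then RGS4 at 900nM (2x) plus Transcreener GDP mix added; fluorescence polarization (620/688 nm) read before and after 90 min at 30 °C.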
# G9a block: qHTS Assay for Inhibitors of Histone Lysine Methyltransferase G9a. Histone-lysine N-methyltransferase EHMT2 (Homo sapiens), Q96KQ7. G9a H3K9 monomethylation, AlphaScreen, 2 h. Potency, µM (titrated, usually from 102 µM), inactives show at the top dose activity, negative = inhibition, usual class: inhibitors. 350,000 compounds, 8.8% hits. AID 504332, 2011; further: potency means the concentration at half of the fitted maximal effect; on the % scale 0 is the no-effect control and ±100 the full control effect; nearly all actives have a fitted effect of over 75% in size
#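 AlphaScreen detection with an anti-monomethyl H3K9 antibody quantified product after a 2 h room-temperature reaction containing 500 nM biotinylated H3K9 peptide, 20 µM SAM and 20 nM enzyme, which had been preincubated 15 min with compound.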
# ERG-DNA inh: qHTS for Small Molecule Inhibitors of the ERG Ets/DNA interaction; fluorescence polarization, His-ERG Ets domain / labelled DNA; Potency, µM (doses to about 76.9 µM), for the others: at the top dose FP activity, negative = inhibition, hits mostly inhibitors; 370,000 compounds, 0.028% hits; AID 624246, 2012; active means well fitted inhibition curve with a large enough effect in the polarisation, with a control signal flat; inconclusive means small, poorly fitted or top-dose-only effect, or effect the other way, or a change in a side signal; inactive means no such curve, though single readings can be large or run the other way; the % refers to the polarisation;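 further: polarization taken with two DNA probes labelled with fluorescein and Texas red; potency means the concentration at half of the fitted maximal effect; % of control where 0% means no effect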
#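 His-tagged ERG Ets domain (1 uM in the protein solution; 300mM KCl, 50mM Tris-HCl, 1mM EDTA, 1mM DTT, pH 7.5) received compound, then a probe mix of 5 nM fluorescein-DNA and 100nM Texas-615-DNA. Fluorescence polarization was read for both dyes.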
# GLS inhibitor: qHTS for Inhibitors of Glutaminase (GLS). GLS enzymatic activity, qHTS titration. 410,000 compounds, 0.21% hits. Potency, µM (top dose mostly 45.5 µM), for the others: at the top dose activity change, negative = inhibition, hits mostly inhibitors. Glutaminase kidney isoform, mitochondrial (Homo sapiens), O94925; further: potency means the concentration at half of the fitted maximal effect; on the % scale 0 is the no-effect control and ±100 the full control effect
#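 Enzyme dispensed in phosphate buffer (45 mM, pH 8.2, 0.02% Tween-20), compounds pinned in, then 1 mM L-glutamine solution and the glutamate oxidase–HRP–Amplex Red mix added; fluorescence read immediately and again after 30 min at room temperature.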
# PI4K2A block: qHTS for small molecular inhibitors of PI4K2A; purified PI4K2A, ADP-Glo luminescence, 1 h; active compounds read low; activity change, negative = inhibition, % at 76.9 µM; 420,000 compounds, 0.13% hits; in the data active means activity change below about -50%; inconclusive means mostly about -30% to -49%;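 further: -100% = wells without enzyme as full effect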
#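 ADP-Glo luminescence measured ADP generated by PI4K2A enzyme (4 ug/mL before mixing) with 1.2 mM PI substrate (pre-mix) and 300 microM ATP (pre-mix). Tris pH7.5 buffer with MgCl2, Triton X-100; 1 h reaction at ambient temperature.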
# The depositor's hits bear a star; i = inactive; ? = inconclusive; . = not tested or not shown; [ ] = dose if it differs, or a comment. Unless noted, the call rests on the fitted dose curve; in most records, active means well fitted curve in the direction sought with a large enough effect; inconclusive means small, poorly fitted or top-dose-only effect, or another doubt; inactive means no such curve, though single readings can be large; an effect the other way counts as inactive or inconclusive. An excerpt; rates above refer to the full screens.
SMILES,HP1b chromo inh,BAZ2B inh,JMJD2A Tudor,ALOX12 inh,RGS4 inh,G9a block,ERG-DNA inh,GLS inhibitor,PI4K2A block
COc1ccc(Br)cc1/C=N/NC(=O)c1cc(OC)c(OC)c(OC)c1,11%,2%,-24%,15%,-18%,-5%[59 µM],8%,-3%,1
CC(C)Cc1nnc(NC(=O)c2cccc(S(=O)(=O)N3CCN(C)CC3)c2)s1,25%,11%,-4%,-11%,-6%,40µM*,-2%,-8%,-4
COc1cccc(C(c2sc3nc(-c4ccco4)nn3c2O)N2CCC(O)CC2)c1 (stereo not drawn),89%[activator],5%,-11%,-16%,-28%,?,-1%,2%,20
CC1(C)Cc2c(sc3c2c(=N)n(Cc2ccco2)c(=O)n3Cc2ccc(Cl)cc2)CO1,-1%,.,-25%,6%,-11%,?,-6%,1%,0
FC(F)(F)c1nnc2n1N=C(c1ccccc1)CS2,46%[activator],-13%,4%,2%,7%,24%,-19%,-4%,7
O=C1NCCN/C1=C\C(=O)c1ccc(Cl)cc1,4%,-24%,-15%,23%,-9%,?,7%,-1%,-2
O=C(Nc1ccc2c(c1)OCO2)C1CC(=O)N(CCc2ccccc2)C1 (stereo not drawn),-5%,?,-35%,0%,14%,16%[59 µM],5%,1%,0
COc1cc(C(=O)N2CCc3c([nH]c4ccccc34)C2c2ccccc2)cc(OC)c1OC (stereo not drawn),-13%[57 µM],?,?,-3%,8%,-47%[59 µM],3%,-7%,-1
COc1ccc(NC(=O)c2ccco2)cc1NC(=O)c1cc2ccccc2o1,45%[activator],10%,1%,3%,-11%,3%,-1%,-13%,2
OCC(CO)(CO)n1cnnn1,-7%,6%,-8%[11.4 µM],0%,-3%[11.4 µM],8%[2.33 µM],-13%,-8%,-4
O=C(Nc1ccc(OC(F)(F)F)cc1)C1CCCN(S(=O)(=O)c2ccc(Br)s2)C1 (stereo not drawn),24%,-1%,-2%,-29%,4%,14%[59 µM],0%,1%,-1
CCOc1ccc(NC(=O)c2ccc3c(=O)n4nc(Nc5ccccc5C)sc4nc3c2)cc1,45%,-13%,1%,-23%,-4%,?,9%,-4%,-7
CC(C)(C)c1csc(CS(=O)(=O)c2ccccn2)n1,66%[activator],-2%,7%,?,3%,.,11%,-6%,4
COc1ccc(S(=O)(=O)NCc2cccs2)cc1,14%,6%,-28%,0%,6%,?,-19%,-1%,-6
Cc1noc(C)c1COc1ccccc1C(=O)N(C)CC(=O)Nc1ccc(F)cc1,13%,-6%,-4%,16%,5%,14%[0.501 µM],-5%,12%,1
Oc1cccc(C(=S)N2CCCCC2)c1,-23%,-20%,-10%[11.4 µM],?,?,32µM*,-14%,0%,1
CCOc1ccccc1NC(=O)C1CCCCN1S(=O)(=O)c1ccc(F)cc1 (stereo not drawn),43%[activator],9%,-8%,1%,-3%,-4%[2.33 µM],2%,0%,1
COc1ccccc1-c1nc2cc3ccccc3cc2nc1-c1ccccc1OC,50%[activator],-6%,-8%,-15%,24%,20%[59 µM],4%,-1%,6
O=C(NCCCNc1ccnc2cc(Cl)ccc12)c1ccccc1F,42%[activator],5%,-21%,?,-16%,-15%,-19%,1%,4
CCCc1nc2c(c(=O)c3ccccc3n2C)c(=O)n1-c1ccc(F)cc1,21%,-8%,-13%,?,-4%,-15%,3%,13%,2

# Whole records from above. Screens in order: HP1b chromo inh, BAZ2B inh, JMJD2A Tudor, ALOX12 inh, RGS4 inh, G9a block, ERG-DNA inh, GLS inhibitor, PI4K2A block
# CC(C)(C)c1csc(CS(=O)(=O)c2ccccn2)n1 in the list: 66%[activator], -2%, 7%, ?, 3%, ., 11%, -6%, 4
# CC(C)Cc1nnc(NC(=O)c2cccc(S(=O)(=O)N3CCN(C)CC3)c2)s1 in the list: 25%, 11%, -4%, -11%, -6%, 40µM*, -2%, -8%, -4

# Additional compounds.
SMILES,HP1b chromo inh,BAZ2B inh,JMJD2A Tudor,ALOX12 inh,RGS4 inh,G9a block,ERG-DNA inh,GLS inhibitor,PI4K2A block
Cc1c(C(=O)Nc2nonc2-c2ccc(F)cc2)oc2ccc(F)cc12,-3%[57 µM],14%,?,6%,-28%,-5%,0%,2%,2
Cc1ccn2c(=O)nc(SCC(=O)NC3CCCCC3)nc2c1,26%,4%,-6%,-19%,25%,5%[59 µM],.,5%,-3
Cc1ccc2c(c1)NC(=O)CC(c1ccccc1)=N2,16%,11%,-11%,100%[activator],5%,-6%[59 µM],-12%,-2%,-6
CN(CC(=O)Nc1ccccc1Cl)C(=O)COC(=O)c1ccc(Cl)cc1[N+](=O)[O-],17%,?,-19%,i,5%,?,-12%,0%,-2
CC1(C)Cc2ccccc2C(=NCCCC(=O)O)N1,24%,-3%,-13%,0%,-14%,7%[59 µM],-7%,-1%,4
Cc1ccc(-c2ccc(SCC(=O)Nc3nonc3C)nn2)cc1,0%,-6%,-9%,1%,5%,-32%[59 µM],-5%,-8%,-5
CCOc1ccc(C(=O)NCC(=O)NCC(c2ccco2)N2CCCCC2)cc1OCC (stereo not drawn),22%,0%,-10%,7%,10%,10%[59 µM],1%,0%,1
CCN(CC)S(=O)(=O)c1ccc(N2CCCC2)c(NC(=O)c2nn(C)c(=O)c3ccccc23)c1,24%,-28%,-24%,-11%,-13%,11%[12.7 µM],-3%,10%,0
COC(=O)CC(NC(=O)c1ccc(C)cc1)c1ccc2c(c1)OCO2 (stereo not drawn),37%,13%,-11%,-4%,-17%,-6%[12.7 µM],-1%,1%,3
O=C(NC1CCCCC1)c1ccc(CN2CCOCC2)cc1,34%,9%,-10%,?,-18%,8%,-4%,2%,-1
CCCc1ccc(S(=O)(=O)N2CCC(c3nnnn3-c3ccc(OC)cc3)CC2)cc1,44%[activator],6%,-4%,-7%,40%,-1%[59 µM],-2%,2%,4
CCSc1nc(C(F)(F)F)cc(=O)n1-c1ccccc1,25%,-11%,-4%,0%,-4%,.,-1%,-4%,0
O=C(Oc1ccccc1Cl)c1cc(-c2ccc3c(c2)OCCO3)on1,46%[activator],-2%,-3%,0%,-23%,-1%[59 µM],0%,15%,-6
Cc1n[nH]c(C)c1S(=O)(=O)N1CCCC(C(=O)NC2CCCc3ccccc32)C1 (stereo not drawn),50%[activator],6%,-13%,-12%,-7%,4%,8%,-1%,1
O=C(C1CC1)N1CCc2cc(S(=O)(=O)NCC3COc4ccccc4O3)ccc21 (stereo not drawn),66%,-12%,-26%,30%,-20%,13%[0.501 µM],-1%,7%,0
CC(C)CCN(C(=O)C1CSC2(C)CCC(=O)N12)c1c(N)n(Cc2ccccc2)c(=O)[nH]c1=O (stereo not drawn),5%,?,-19%,-14%,25%,28µM*,2%,2%,2
O=C(O)COc1ccccc1/C=N/NC(=O)CSc1nc2ccccc2n1Cc1ccccc1,8%,?,-29%,-4%,2%,.,-11%,-1%,-5
CC(NC(=O)Cn1c(=O)[nH]c2ccsc2c1=O)C12CC3CC(CC(C3)C1)C2 (stereo not drawn),31%[activator],5%,-9%,-25%,-19%,9%,-1%,-1%,0
Cc1cccc(NC(=O)NC2CCCCCCC2)c1,39%[activator],3%,-5%,3%,26%,.,4%,-12%,1
Cc1c(Nc2ccc3nonc3c2[N+](=O)[O-])c(=O)n(-c2ccccc2)n1C,4%,-24%,-15%,-3%,-12%,4%[59 µM],0%,0%,-2
CCCN(CCC)c1nc2ccccc2nc1C(C#N)C(=O)OC(C)COC (stereo not drawn),22%,-1%,-20%,0%,-10%,15%[59 µM],-4%,9%,5
Cc1ccc(-c2noc(CCC(=O)Nc3ccc(C)cn3)n2)cc1,26%,57%[activator],1%,-5%,-8%,74%[59 µM],0%,-2%,-1

# Looked up one by one from the entries so far, 4 records:
SMILES,HP1b chromo inh,BAZ2B inh,JMJD2A Tudor,ALOX12 inh,RGS4 inh,G9a block,ERG-DNA inh,GLS inhibitor,PI4K2A block
CCCc1ccc(S(=O)(=O)N2CCC(c3nnnn3-c3ccc(OC)cc3)CC2)cc1,44%[activator],6%,-4%,-7%,40%,-1%[59 µM],-2%,2%,4
Cc1c(C(=O)Nc2nonc2-c2ccc(F)cc2)oc2ccc(F)cc12,-3%[57 µM],14%,?,6%,-28%,-5%,0%,2%,2
CC1(C)Cc2ccccc2C(=NCCCC(=O)O)N1,24%,-3%,-13%,0%,-14%,7%[59 µM],-7%,-1%,4
O=C(Oc1ccccc1Cl)c1cc(-c2ccc3c(c2)OCCO3)on1,46%[activator],-2%,-3%,0%,-23%,-1%[59 µM],0%,15%,-6
